Screening data: PubChem BioAssay, several laboratories
S1P2 blocker: blocks the human S1P2 receptor | O95136 | cell-based S1P2 antagonist assay, inhibition at 5 uM | inhibition, % at 5 µM | actives 0.21% (n = 97,000) | AID 736; in the data active = inhibition above about 45%;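 note: CRE beta-lactamase reporter cells expressing human S1P2 stimulated with S1P; 0% = agonist at EC80 alone and 100% = agonist plus reference antagonist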
Target sequence (O95136 whole entry, looked up): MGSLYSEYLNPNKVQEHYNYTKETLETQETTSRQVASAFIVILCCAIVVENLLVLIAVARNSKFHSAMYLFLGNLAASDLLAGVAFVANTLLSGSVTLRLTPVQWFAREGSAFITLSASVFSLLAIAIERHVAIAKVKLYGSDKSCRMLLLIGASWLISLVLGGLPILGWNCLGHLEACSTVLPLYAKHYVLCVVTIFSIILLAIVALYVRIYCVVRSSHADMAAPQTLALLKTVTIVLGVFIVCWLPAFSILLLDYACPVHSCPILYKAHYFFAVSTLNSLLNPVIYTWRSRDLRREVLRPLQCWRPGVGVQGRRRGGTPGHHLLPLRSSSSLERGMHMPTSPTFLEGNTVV
PLK1 inh: inhibitors of human PLK1 kinase. P53350. recombinant PLK1 kinase, TR-FRET peptide phosphorylation. inhibition, % at 10 µM. actives 0.53% (n = 97,000). AID 619;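 active = inhibition of 50% or more in the single-concentration screen; inactive = inhibition below 50%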;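 note: 0% = DMSO max control and 100% = H-89 dihydrochloride min control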
Target sequence (P53350 whole entry, looked up): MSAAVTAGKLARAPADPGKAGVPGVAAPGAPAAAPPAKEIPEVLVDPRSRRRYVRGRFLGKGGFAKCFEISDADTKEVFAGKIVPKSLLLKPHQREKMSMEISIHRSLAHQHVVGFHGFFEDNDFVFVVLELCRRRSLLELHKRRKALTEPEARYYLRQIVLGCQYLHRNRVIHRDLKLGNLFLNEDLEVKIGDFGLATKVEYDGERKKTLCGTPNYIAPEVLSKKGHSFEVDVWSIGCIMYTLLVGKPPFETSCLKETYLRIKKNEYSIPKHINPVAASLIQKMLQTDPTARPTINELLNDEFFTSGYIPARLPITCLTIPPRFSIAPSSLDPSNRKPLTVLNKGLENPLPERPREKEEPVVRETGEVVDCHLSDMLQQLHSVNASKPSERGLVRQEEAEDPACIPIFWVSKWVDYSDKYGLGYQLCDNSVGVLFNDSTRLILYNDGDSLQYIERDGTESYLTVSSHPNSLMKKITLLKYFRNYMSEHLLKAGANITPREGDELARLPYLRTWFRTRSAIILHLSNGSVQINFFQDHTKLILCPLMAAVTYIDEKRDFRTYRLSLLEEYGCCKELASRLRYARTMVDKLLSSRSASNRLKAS
PLK1 PBD inh: blocks phosphopeptide binding to human Plk1 polo box domain. Plk1 PBD phosphopeptide binding, fluorescence polarization. inhibition, %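 (tested at about 20 µM)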. P53350. AID 693. actives 0.13% (n = 97,000); in the data active = inhibition above about 34%, passing the limit was not always enough
FAK inh: inhibitors of human focal adhesion kinase. actives 0.84% (n = 97,000). biochemical FAK kinase activity assay. inhibition, %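 (tested at 7 µM)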. AID 727; in the data active = inhibition above about 19%;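 note: 0% = DMSO and 100% = reference compound high control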
HIV Rev-RRE inh: HIV Rev-RRE protein-RNA interaction inhibition. inhibition, % at 8 µM. AID 704. P05866. actives 0.79% (n = 97,000). Rev peptide-RRE RNA binding, FRET;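 active = inhibition above the screen-wide mean plus 3 SD, cut at about 35% in these data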;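 note: 0% = median DMSO wells and 100% = median Neomycin B control wells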
Target sequence (P05866 whole entry, looked up): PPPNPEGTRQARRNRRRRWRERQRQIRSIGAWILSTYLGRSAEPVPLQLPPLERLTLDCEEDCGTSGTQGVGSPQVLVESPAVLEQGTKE
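Test system: labelled RRE RNA duplex and labelled Rev peptide. Times: 5 min compound–RNA preincubation, then 15 min with peptide, 25 °C. Doses: single-dose 8 µM. Measured by: FRET, excitation 480 nm, emission 540 nm donor and 671 nm acceptor. Measure: % inhibition of FRET ratio versus controls.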
S1P2 ag: agonists of human S1P2 receptor | O95136 | S1P2-expressing cell line, agonist reporter read-out | activation, % at 4.5 µM | actives 0.46% (n = 97,000) | AID 729; in the data active = activation above about 16%;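 note: 0% = vehicle low control and 100% = maximal reference agonist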
PLAP activator: activates human placental alkaline phosphatase; purified PLAP enzyme, luminescent substrate read-out; stronger effect = higher value; activation fold at 20 µM; actives 1.2% (n = 96,000); AID 696; in the data active = activation fold above about 2
MT1-MMP txn act: activates MT1-MMP transcription | AID 750 | activation factor at 10 µM | actives 0.16% (n = 86,000) | HT1080 MT1-MMP promoter luciferase reporter, luminescence, overnight; stronger effect = higher value;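 active = activation factor of at least 2 for MT1-MMP transcription at 10 µM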
EphB4 antag: blocks human EphB4 binding to ephrin-B2 | EphB4 LBD / TNYL-RAW-Alexa532 peptide, fluorescence polarization | inhibition, % at 7 µM | actives 0.15% (n = 97,000);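 active = inhibition above the screen-wide mean inhibition plus 3 SD, cut at about 15% in these data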;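 note: 0% = DMSO wells and 100% = excess unlabeled TNYL-RAW peptide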
* hit, by the source's call; . = not tested or not shown. No enrichment for hits. About 3.9% of those tested had a hit in this group.

SMILES | S1P2 blocker | PLK1 inh | PLK1 PBD inh | FAK inh | HIV Rev-RRE inh | S1P2 ag | PLAP activator | MT1-MMP txn act | EphB4 antag
Nc1n[nH]c(-c2ccc(F)cc2)n1 | 13 | 10 | 11 | 7 | 4 | -7 | 1 | 1 | -10
COC(=O)c1sccc1NC(=O)c1cc(OC)c(OC)c(OC)c1 | -7 | -15 | -1 | 9 | 13 | 11 | 1.2 | 1 | 8
O=C(O)c1cnc(-c2ccccc2)nc1Sc1ccccc1 | 12 | -19 | 25 | -9 | 3 | -3 | 1 | . | 4
Cc1ccc(S(=O)(=O)N(C)Cc2ccc(-c3nnco3)cc2)cc1 | 4 | -8 | 14 | -1 | 6 | -2 | 1.1 | 1.1 | -1
CCOc1cc(NS(=O)(=O)c2ccc(NC(C)=O)cc2)c(OCC)cc1NC(=O)C(C)C | 0 | -14 | -8 | 1 | -4 | -5 | 0.9 | . | -4
CCOC(=O)CNC(=O)CSc1nc2ncc(Br)cc2[nH]1 | 9 | 42 | -22 | 7 | 7 | -7 | 1.1 | 1.1 | 7
Cc1c(O)cc2n(c1=O)-c1ccc(Cl)cc1C2(C)C | 0 | -6 | -12 | 9 | 4 | -3 | . | 1.2 | 1
CNC(=O)c1nc[nH]c1C(=O)NC | -6 | 2 | -7 | 1 | 5 | -1 | 1.2 | 1.1 | 5
O=C(Nc1c(F)cc(F)cc1Br)c1cccnc1 | 12 | -6 | -21 | -1 | 3 | -8 | 1 | . | 2
Cc1cc(C(=O)NCc2cc(C)n(C)n2)sc1-c1ccccc1 | -23 | -10 | -11 | -2 | 3 | -6 | 1.4 | 1.2 | -2
CN(C)S(=O)(=O)N(CCN1CCOCC1)Cc1ccccc1F | -11 | 7 | -4 | 5 | 5 | -4 | 0.9 | 1.2 | 3
Cc1cc(-c2nnco2)c(C)n1-c1ccccc1 | 0 | -15 | -10 | 2 | 1 | -2 | 1.4 | 1.4 | -7
CCOC(=O)N1CCN(c2c(NC3CCN(Cc4ccccc4)CC3)c(=O)c2=O)CC1 | -9 | -15 | 5 | -3 | 9 | -6 | 1.2 | 1 | 1
O=C(CCc1nc(-c2ccccc2F)no1)NCCN1CCOCC1 | 15 | -13 | 1 | -1 | 9 | -3 | 1.2 | 1 | 1
COc1ccc([N+](=O)[O-])cc1COc1cc(C)cc2oc(=O)cc(-c3ccccc3)c12 | 9 | 9 | -28 | 27* | 8 | 1 | 1.1 | . | 1
Cc1c(Cl)c(C(=O)N2CCCc3ccccc32)nn1C | 2 | 3 | 19 | 4 | 4 | -11 | 1.4 | . | 4
CCn1c(=O)c2c3c(sc2n(C)c1=O)CCC3 | 4 | 1 | 17 | -1 | 4 | -8 | 0.9 | 1 | -6
O=C(NC1CCCCC1)N1CCN(C2CCCCC2)CC1 | 2 | -1 | 19 | 0 | 3 | -6 | 1 | 0.9 | -6
Cc1ccc(Cn2nc(C)c(NC(=O)c3cc(C)no3)c2C)cc1 | 14 | -13 | -20 | -1 | 1 | 0 | 1 | . | 3
CCc1cc2c(=O)c(-c3nc4ccccc4n3C)coc2c(CN2CCN(C)CC2)c1O | 2 | -16 | 14 | 1 | 4 | -4 | 1.5 | 1 | -7
Cc1ccc(NC(=O)C2=C(O)c3sccc3N(C)S2(=O)=O)cc1 | 24 | -13 | -3 | 1 | 9 | -5 | 1.1 | . | 0
N#Cc1nc(-c2cccs2)oc1NCc1ccco1 | -24 | -15 | -1 | 10 | -1 | -2 | 1 | 1.2 | -3
Cc1cc(OC(C)C)c2c(-c3ccccc3)cc(=O)oc2c1 | -22 | -12 | 0 | 2 | 15 | 1 | 0.9 | 1 | -6
CN(C)c1ccc(CNC2CC(C)(C)NC(C)(C)C2)cc1 | 0 | -12 | 6 | 2 | -3 | -3 | 1 | 1.2 | 7
COc1ccc(/C=C/C(=O)NC(=S)Nc2ccccc2C(=O)NC2CCCCC2)cc1 | -14 | -7 | 4 | -1 | -1 | -3 | 0.9 | . | -1
Cc1ccc(COc2coc(CO)cc2=O)cc1 | -4 | -11 | -14 | -1 | 3 | -4 | 0.8 | . | -3
CCOC(=O)c1nnc(-c2ccc(C)cc2)nc1Oc1ccc(Cl)cc1Cl | 11 | -11 | -24 | 2 | 6 | -5 | 1.1 | . | -2
C(/C=C/c1ccccc1)=N/N1CCN(c2ccccc2)CC1 | 0 | -8 | -7 | -2 | -1 | -2 | 0.9 | . | -10
O=C(NCCSCc1c(F)cccc1Cl)c1ccco1 | 15 | -9 | 20 | -6 | -1 | -11 | 0.9 | 1.2 | 5
Cc1cc(F)c(F)c(C(=O)N2CCOCC2)c1Cl | -8 | -16 | -21 | -1 | 2 | -1 | . | 1.1 | -5
C=CCn1c(Sc2nc(C)cs2)nc2c1c(=O)[nH]c(=O)n2C | 9 | -6 | -23 | 7 | 5 | -4 | 1.1 | . | 8
COCCn1c(=S)[nH]c2ccc(N(C)C)cc2c1=O | 1 | -12 | 28 | 9 | 9 | -8 | 1.1 | 1.2 | 7
CN(C)CCCNCCCNC(=O)/C(=N\O)c1ccccn1 | -3 | -14 | 14 | 0 | 5 | 16 | . | 1.1 | 6
CCc1c(C)sc(NC(=O)c2cc(-c3ccc(O)cc3)on2)c1C#N | 13 | -8 | -8 | 2 | 13 | -2 | 1 | . | 1
COc1cccc(C(=O)CN(C(=O)c2ccc(Cl)c(Cl)c2)N2C(=O)c3ccccc3C2=O)c1 | -10 | -21 | 7 | 1 | 9 | -2 | 1 | . | -6
Cn1c(SCC(=O)N2CCCCC2)nc2c([nH]c3ccccc32)c1=O | 3 | -10 | 6 | 24* | 9 | -11 | 0.9 | 1.2 | 1
COc1ccc(-c2csc(N(CC3CCCO3)C(=O)c3ccco3)n2)cc1 (stereo unspecified) | -9 | -11 | -21 | 1 | 15 | -3 | 1 | 1.2 | -3
CCOC(=O)Cc1csc(NC(=O)c2ccc3c(c2)OCO3)n1 | 14 | -9 | -8 | -5 | -1 | -9 | 0.9 | 1.2 | -5
COc1ccc(-c2csc3ncnc(NCCN4CCOCC4)c23)cc1 | -12 | -2 | 21 | 4 | 7 | -2 | 1.3 | 1.1 | -2
COc1ccc2oc(=O)c(C(=O)N3CCN(c4ccccc4F)CC3)cc2c1 | 7 | -6 | 36 | 1 | 5 | -2 | 0.9 | 1.1 | -5
COc1ccc(OC)c(C2NC(=O)c3sc(=S)n(-c4ccccc4)c3N2)c1 (stereo unspecified) | -22 | -11 | -9 | 1 | -1 | 1 | 1.2 | 1.1 | -2
CCCCCN(C(=O)NC(=O)Nn1cnnc1)S(C)(=O)=O | 11 | 7 | -18 | -2 | 5 | -6 | 1 | 1 | 3
O=C(CSc1nnc(-c2cccnc2)n1Cc1ccccc1)N1CCOCC1 | 0 | -12 | 19 | -1 | 4 | -5 | 1 | 1.1 | -11
O=C(Nc1ccccc1)NC1CCN(CCCN2C(=O)c3ccccc3C2=O)CC1 | 24 | -9 | 31 | 3 | 8 | -9 | 1.2 | 1 | -2
O=C1NC(c2ccco2)Nc2ccccc21 (stereo unspecified) | -8 | -9 | -19 | 2 | 5 | -2 | 1 | 1 | 2
Cc1nnc(NC(=O)CSc2nnc(-c3ccc(S(=O)(=O)N4CCCC4)cc3)n2C)s1 | 15 | -11 | 6 | -1 | 2 | -3 | . | 1 | 2
COc1ccc(CN(C(=O)CSc2nnc(-c3ccccc3F)o2)c2ccc(F)cc2)cc1 | 0 | 7 | -5 | 3 | 1 | 0 | 1.4 | 1 | -3
CCCn1c(SCC(=O)NCCc2ccc(OC)c(OC)c2)nc2c1c(=O)n(C)c(=O)n2C | 7 | 5 | 10 | -2 | 1 | -3 | 1.5 | 1.1 | -6
CCC(C)(C)n1nnnc1C(c1cc2cc3c(cc2[nH]c1=O)OCO3)N1CCN(C)CC1 (stereo unspecified) | -7 | -3 | 25 | -4 | 3 | -5 | 1.6 | 1.1 | -4
CCOC(=O)N1CCC(Nc2c(NCCN3CCN(c4cccc(Cl)c4)CC3)c(=O)c2=O)CC1 | 14 | -6 | 18 | -2 | 11 | -3 | 1 | 0.9 | 4
CSc1nc2c(c(-c3ccccc3)c1C#N)CCC2 | -51 | -14 | 16 | 1 | 16 | 1 | . | 1.2 | -6
CC(=O)c1cccc(NC(=O)c2cc(-c3ccc(F)cc3)on2)c1 | 18 | -10 | 2 | -2 | 15 | -2 | 0.9 | 1.1 | 2
CCCc1nnc(NC(=O)Cn2cnc3ccccc3c2=O)s1 | 4 | 2 | -11 | 7 | 7 | -8 | 1 | . | -9
C=COCCNC(=O)C1CC(=O)N(c2ccc(C)cc2)C1 (stereo unspecified) | 15 | -11 | 10 | -2 | 0 | -5 | 1 | 1.2 | 1
CCc1nc(C)cc(N)c1OCc1ccccc1 | 10 | -5 | -19 | 0 | 9 | -5 | 1 | 1.1 | 2
O=S(=O)(Nc1ccc(Cc2ccncc2)cc1)c1ccc(Cl)c(Cl)c1 | 7 | -6 | -31 | 2 | 15 | -5 | 1.3 | . | 1
COc1ccc(NC(=O)c2cc(S(=O)(=O)N3CCS(=O)(=O)CC3)ccc2Cl)cc1 | 0 | -12 | -19 | -5 | 0 | -9 | 0.9 | . | -3
Cc1ccc(Cc2c(C)nc3nc(SCC(=O)NCCN4CCOCC4)nn3c2C)cc1 | 12 | -5 | -3 | 0 | 11 | -5 | 1.7 | . | 6
Oc1ccc(Br)cc1CN1CCCCCCC1 | 21 | -7 | -17 | -1 | 3 | -6 | 0.9 | 1.1 | -2
Cc1ccc(S(=O)(=O)Cn2nnnc2CN2CCN(C(=O)c3ccco3)CC2)cc1 | -16 | -3 | 2 | -1 | -8 | 0 | 1 | 1 | -5
New compounds follow
SMILES | S1P2 blocker | PLK1 inh | PLK1 PBD inh | FAK inh | HIV Rev-RRE inh | S1P2 ag | PLAP activator | MT1-MMP txn act | EphB4 antag
O=C(O)c1ccc2c(c1)[C@@H]1C=CC[C@@H]1[C@H](c1ccccn1)N2 | 20 | 72* | -7 | 6 | -58 | -5 | . | 1 | 5
Cc1nnc(SCCC(=O)Nc2nc(-c3ccccc3)ns2)s1 | -8 | -3 | -10 | -1 | 3 | -1 | 0.4 | 1.2 | -5
CC(C)C(=O)Nc1ccccc1C(=O)N/N=C/c1ccc([N+](=O)[O-])cc1 | 12 | -11 | 4 | -3 | 1 | -7 | 0.9 | . | -2
O=C(NCN1CCN(c2ccccc2F)CC1)c1ccccc1 | 12 | -16 | -7 | 1 | -2 | -6 | 1 | 1.3 | -7
O=C(Nc1ccc(C(=O)N2CCCCC2)cc1)C1CCCCC1 | 10 | -10 | 1 | 8 | 5 | -5 | 1.1 | 1.1 | 4
CCOC(=O)Cc1csc(NC(=O)Nc2ccccc2)n1 | 1 | -10 | 15 | 2 | 6 | -3 | . | 1.5 | -2
O=C1CCCN1CCCNCC(=O)N1c2ccccc2Sc2ccccc21 | -19 | -12 | -5 | 3 | 2 | 2 | 1.7 | . | -6

Part of the list above in a different format.
CCOC(=O)Cc1csc(NC(=O)Nc2ccccc2)n1
  S1P2 blocker = 1
  PLK1 inh = -10
  PLK1 PBD inh = 15
  FAK inh = 2
  HIV Rev-RRE inh = 6
  S1P2 ag = -3
  PLAP activator = .
  MT1-MMP txn act = 1.5
  EphB4 antag = -2
O=C(Nc1ccc(C(=O)N2CCCCC2)cc1)C1CCCCC1
  S1P2 blocker = 10
  PLK1 inh = -10
  PLK1 PBD inh = 1
  FAK inh = 8
  HIV Rev-RRE inh = 5
  S1P2 ag = -5
  PLAP activator = 1.1
  MT1-MMP txn act = 1.1
  EphB4 antag = 4
O=C1CCCN1CCCNCC(=O)N1c2ccccc2Sc2ccccc21
  S1P2 blocker = -19
  PLK1 inh = -12
  PLK1 PBD inh = -5
  FAK inh = 3
  HIV Rev-RRE inh = 2
  S1P2 ag = 2
  PLAP activator = 1.7
  MT1-MMP txn act = .
  EphB4 antag = -6
O=C(NCN1CCN(c2ccccc2F)CC1)c1ccccc1
  S1P2 blocker = 12
  PLK1 inh = -16
  PLK1 PBD inh = -7
  FAK inh = 1
  HIV Rev-RRE inh = -2
  S1P2 ag = -6
  PLAP activator = 1
  MT1-MMP txn act = 1.3
  EphB4 antag = -7
